BL2 CD40 inh – CD40 pathway inhibition in BL2 cells | actives 0.94% (n = 83,000) | inhibition, % at 10 µM | BL2 NF-kB luciferase reporter, CD40L-induced, 4 h | AID 1053188;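 active = mean inhibition of at least 50% with a set share of replicates also reaching that level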;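 note: 0% = neutral control wells and 100% = IKK inhibitor VII at 50 µM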
* hit, by the source's call; & = joins results of further samples; [ ] = another dose, or the depositor's remark.

SMILES | BL2 CD40 inh
COc1ccc(NC(=O)N(C)C[C@H]2OCc3ccccc3-c3c(n(C)c4ccccc34)C(=O)N([C@H](C)CO)C[C@@H]2C)cc1 | -6.0
C[C@H]1CN([C@@H](C)CO)S(=O)(=O)c2ccc(-c3ccncc3)cc2O[C@@H]1CN(C)S(C)(=O)=O | 0.7[25 µM]
O=C(c1ccccc1)N1C(=O)C(c2ccccc2)Oc2ccccc21 (stereo not drawn) | 36.0
COc1ccc(C(=O)N/C(=C\c2ccc(SC)cc2)C(=O)NCCCn2ccnc2)cc1OC | 4.1
CC1CN(S(=O)(=O)c2ccc(C(=O)N(CCCN(C)C)c3nc4cc5c(cc4s3)OCCO5)cc2)CC(C)O1 (stereo not drawn) | 17.4
COc1ccc(NC(=O)N[C@@H]2CC[C@@H](CCn3cc(-c4ccc(F)cc4)nn3)O[C@@H]2CO)cc1 | 2.1
CCN(C[C@@H]1[C@@H](c2ccccc2)[C@@H](CO)N1C(C)=O)C(=O)NC1CCCC1 | -3.7[25 µM]
Cn1c(=O)c2ccccc2n(CC(=O)N2CCCc3ccccc32)c1=O | -0.3
CC1CCCCC1NC(=O)COC(=O)c1cccn1C (stereo not drawn) | -9.8
O=C(Nc1nc(-c2ccccc2)ns1)c1ccncc1 | -30.5
N#Cc1c(NC(=O)c2cnn3cccnc23)sc2c1CCCC2 | -40.0
O=C(c1cccnc1)N1C[C@H]2[C@@H](c3ccccc31)[C@@H](CO)N2C(=O)C1CC1 | -1.2
CCC(C)N(C(=O)CSc1nc2ccc(OC)cc2[nH]1)C1CCS(=O)(=O)C1 (stereo not drawn) | -4.7
CC(=O)Cn1c(CN2CCCC2)nc2ccccc2c1=O | -0.3
CNc1snc(C)c1C(=O)OCC(=O)N(C)c1ccccc1 | 0.7
CN(C)CCNS(=O)(=O)c1ccc(Cl)cc1 | 10.5
CCS(=O)(=O)Nc1ccc2c(c1)C(=O)N(C)[C@H]1CC[C@@H](CC(=O)NCc3ccccc3F)O[C@@H]1CO2 | 0.0[25 µM]
CC1CCc2[nH]nc(C(=O)O)c2C1 (stereo not drawn) | 11.3
CNC[C@@H]1Oc2ccc(N)cc2CC(=O)N([C@H](C)CO)C[C@H]1C | 6.1[25 µM]
CC(=O)N1N=C(c2ccccc2)OC1c1ccc([N+](=O)[O-])s1 (stereo not drawn) | -43.2

Some of these compounds in order of SMILES length, highest first:
SMILES | BL2 CD40 inh
CC1CN(S(=O)(=O)c2ccc(C(=O)N(CCCN(C)C)c3nc4cc5c(cc4s3)OCCO5)cc2)CC(C)O1 (stereo not drawn) | 17.4
O=C(c1cccnc1)N1C[C@H]2[C@@H](c3ccccc31)[C@@H](CO)N2C(=O)C1CC1 | -1.2
O=C(c1ccccc1)N1C(=O)C(c2ccccc2)Oc2ccccc21 (stereo not drawn) | 36.0
N#Cc1c(NC(=O)c2cnn3cccnc23)sc2c1CCCC2 | -40.0
CNc1snc(C)c1C(=O)OCC(=O)N(C)c1ccccc1 | 0.7
CN(C)CCNS(=O)(=O)c1ccc(Cl)cc1 | 10.5

Next section:
SMILES | BL2 CD40 inh
CC(=O)Nc1cccc2c1O[C@@H](CN(C)C(C)=O)[C@@H](C)CN(C)C2=O | 24.1
CC1(C(=O)NS(=O)(=O)c2cccs2)CCN1C(=O)CCc1ccc(Cl)cc1Cl (stereo not drawn) | -2.5
C[C@@H]1CN([C@@H](C)CO)C(=O)c2ccccc2-c2ccccc2CO[C@@H]1CN(C)Cc1ccc2c(c1)OCCN2C | -22.1[25 µM]
O=C(COC(=O)c1ccccc1[N+](=O)[O-])Nc1cc(S(=O)(=O)N2CCOCC2)ccc1N1CCCC1 | -4.5
O=C(Cn1c(C(F)(F)F)nc2ccccc21)N1CCCC1 | 15.7
CCCNC(=O)C[C@@H]1CC[C@@H]2[C@H](COC[C@H](O)CN2C(=O)Nc2ccc(Cl)c(Cl)c2)O1 | -4.3[25 µM]
O=C(O)c1ccc(NC2=Nc3cccc4cccc2c34)cc1 | -37.6
COc1ccc(CCn2c(-c3ccco3)nc3nc4ccccc4nc32)cc1 | 4.6
Cc1nnc(SCC(=O)Nc2ccc(S(N)(=O)=O)cc2)n(N)c1=O | -0.3
O=C(C1CCOCC1)N1CC2(C1)[C@H](c1ccccc1)[C@@H](CO)N2C(=O)CC1CC1 | -5.8[25 µM]
COc1ccc(NC(=O)N2CC3(C2)CN(C(C)=O)[C@@H](CO)c2[nH]c4cc(OC)ccc4c23)cc1 | -6.8[25 µM]
Cc1ccc(-c2ccccc2[C@@H]2[C@@H](C#N)N(C(=O)NC3CCCC3)[C@H]2CO)cc1 | 19.8[25 µM]
Cc1cnc(CNC(=O)c2csc(COCCO)n2)cn1 | 0.7
O=C(c1cccc(F)c1)N1CCCCN2[C@H](C1)[C@@H](c1ccc(C#CC3(O)CCCC3)cc1)[C@@H]2CO | -8.3[25 µM]
C[C@@H]1CCCCO[C@@H](CN(C)Cc2ccc(Cl)c(Cl)c2)[C@H](C)CN([C@@H](C)CO)C(=O)c2cc(NS(=O)(=O)c3cccs3)ccc2O1 | 38.9[25 µM]
CC(C)NC(=O)N1[C@@H](C#N)[C@H](c2ccc(C#CC3CC3)cc2)[C@@H]1CO | 45.3[25 µM]
COc1ccc(-c2ccc([C@@H]3[C@@H](CO)N(C(=O)C4CCCC4)[C@H]3C#N)cc2)cc1 | 12.9
O=C(CCN1CCCCC1)NCC[C@@H]1CC[C@H](NS(=O)(=O)c2cccc(Cl)c2)[C@@H](CO)O1 | 3.5[25 µM]
O=S(=O)(Nc1ccc(-c2ccc3nncn3n2)cc1)c1cccs1 | 10.5
CO[C@@H](CN(C)C(=O)C1CCOCC1)[C@@H](C)CN([C@H](C)CO)S(=O)(=O)c1ccccc1 | -9.9[25 µM]
Cc1noc(C(=O)N2CCN(c3ccc(F)cc3)CC2)c1Cl | 1.7
CC1(C(=O)NC2CCCCCCC2)CCC(=O)N1Cc1cccnc1 (stereo not drawn) | 7.6
O=C(CCc1ccc(S(=O)(=O)N2CCOCC2)cc1)Nc1ccc2c(c1)OCCO2 | 1.2
C[C@H](CO)N1C[C@H](C)[C@@H](CN(C)C(=O)Nc2ccccc2)OCCCC[C@H](C)Oc2ccc(NC(=O)Nc3ccccc3)cc2C1=O | 6.4[25 µM]
CCCC(=O)Nc1cc(=O)[nH]c2ncnn12 | 5.2
COc1cc(/C=N/n2cnnc2)ccc1OCCSc1ccc(C)cc1 | -53.7
COc1ccccc1CNC(=O)C[C@@H]1C[C@@H]2c3cc(NC(=O)c4ccc5c(c4)OCO5)ccc3O[C@@H]2[C@@H](CO)O1 | 14.4[25 µM]
CCOc1ccc(NC(=O)CN2CCN(CC(=O)c3ccc(OC)c(OC)c3)CC2)cc1 | 1.5
COc1ccccc1-c1ccccc1[C@@H]1[C@@H](C#N)N(C(=O)C2CCOCC2)[C@H]1CO | -6.9[25 µM]
CCN(c1ccccc1)S(=O)(=O)c1ccc2c(c1)N(C(C)=O)CCS2 | 17.3
CCc1nc2ccc(C(=O)N3CCC(C(N)=O)CC3)cc2nc1CC | 30.9
C[C@@H]1CN([C@H](C)CO)C(=O)CCCn2nncc2CO[C@H]1CN(C)C(=O)Nc1ccc(-c2cccs2)cc1 | -29.4[25 µM]
C=CCn1c(COc2ccc(F)cc2)nnc1SCC(=O)NC1CCS(=O)(=O)C1 (stereo not drawn) | 0.7
CCOC(=O)N1CCN(C(=O)C2CCN(S(C)(=O)=O)CC2)CC1 | 8.8
CCC1CCCCN1C(=O)COC(=O)CN(C)S(=O)(=O)c1ccc(NC(C)=O)cc1 (stereo not drawn) | 1.5
CCOC(=O)C1CCN(c2nc3ccccc3n2CC(=O)c2ccccc2)CC1 | -0.9
O=C(N[C@H]1C=C[C@H](CC(=O)N2CCC(Cc3ccccc3)CC2)O[C@@H]1CO)c1cnccn1 | -4.2[25 µM]
CC(C)C(NC(=O)C12CC3CC(CC(C3)C1)C2)C(=O)O (stereo not drawn) | 12.5
O=C(O)c1cc2nc(-c3cccs3)cc(C(F)(F)F)n2n1 | 3.6
Cc1ccccc1NC(=O)Cc1nc(-c2ccc3ccccc3c2)cs1 | -5.4
COc1ccccc1C(=O)NC(=O)COC(=O)C1CC1 | -63.0
COc1ccc(NC(=S)N(Cc2cccnc2)Cc2cc3cc(OC)c(OC)cc3[nH]c2=O)cc1 | -3.1
CN1CCN(CC(O)Cn2c3ccccc3c3ccccc32)CC1 (stereo not drawn) | -4.0
CNS(=O)(=O)c1cc(C(=O)O)ccc1OC | 26.1
CCOC(=O)c1c(NC(=O)CN2CCCCC2)sc(CN(C)C)c1-c1ccccc1 | 23.1
CNc1nc(NC)nc(NNC(=O)c2ccccc2)n1 | 7.9
Cc1ccc(S(=O)(=O)Nc2ccc(F)c(S(=O)(=O)N3CCOCC3)c2)cc1 | 3.3
COc1ccccc1-c1ccc([C@@H]2[C@H](CO)N3CCCCN(Cc4ccncc4)C[C@@H]23)cc1 | -6.6[25 µM]
COCCN(C(=O)COC(=O)CCCOc1ccccc1)c1c(N)n(Cc2ccccc2)c(=O)[nH]c1=O | -3.5
CCCCn1c(N)c(N(CCOC)C(=O)COC(=O)COc2cc(C)ccc2Cl)c(=O)[nH]c1=O | -0.6
COCC#Cc1ccc([C@@H]2[C@H]3CN(S(=O)(=O)c4ccccc4F)CCCCN3[C@H]2CO)cc1 | -7.0[25 µM]
CCOc1ccc(CCNC(=O)CN2C(=O)NC3(CCCCC3C)C2=O)cc1OCC (stereo not drawn) | 6.5
CCN(CC)C(=S)Nc1c(C)n(C)n(-c2ccccc2)c1=O | 9.3
CC(C)(C)C1CCc2onc(C(=O)O)c2C1 (stereo not drawn) | 7.4
CN(CC(O)COC(c1ccccc1)c1ccccc1)C1CCCCC1 (stereo not drawn) | 16.9
COc1ccc2c3c([nH]c2c1)[C@H](CO)N(Cc1ccc(F)cc1)CC31CN(Cc2ccccn2)C1 | 8.4
Cc1ccc(CNS(=O)(=O)c2ccc(F)c(F)c2)n1C | 7.8
CC(C)C(NS(=O)(=O)c1ccccc1F)C(=O)OCC(=O)NCc1ccco1 (stereo not drawn) | -3.8
O=C(CCCN=C1NS(=O)(=O)c2ccccc21)OCc1ccccc1 | 5.8
O=[N+]([O-])c1ccc(F)cc1Oc1nc(-c2cccnc2)nc2ccccc12 | 1.0

The listing continues.
SMILES | BL2 CD40 inh
O=C(c1ccc(S(=O)(=O)NCc2ccco2)cc1)N1CCN(c2ccccc2)CC1 | -15.0
CC(C(=O)O)c1cccc(C(=O)c2ccccc2)c1 (stereo not drawn) | -7.2
C[C@@H](NC(=O)C[C@@H]1C[C@H]2c3cc(NS(=O)(=O)c4ccc(F)cc4)ccc3O[C@H]2[C@@H](CO)O1)c1ccccc1 | 9.5[25 µM]
Cc1cccc(N2CC(C(=O)Nc3ccccc3N3CCCC3)CC2=O)c1C (stereo not drawn) | -2.6
O=S(=O)(c1ccc2ccccc2c1)N(CC(O)CN1CCOCC1)c1ccccc1 (stereo not drawn) | -5.3
COc1cccc(C(=O)Nc2ccccc2NC(=O)c2cccc(OC)c2)c1 | -1.4
O=C(NCCN1CCOCC1)c1ccc2ccccc2c1 | -29.1
Cc1cc(C)n(-c2ccc(C(=O)N3CC(C)OC(C)C3)cc2)n1 (stereo not drawn) | 17.6
CC(OC(=O)CN1C(=O)c2ccccc2C1=O)C(=O)N(C)c1ccccc1 (stereo not drawn) | 14.2
O=C1CCCc2cc3c(cc21)CCCC3 | 10.9
O=C(NCCNC(=O)c1ccccn1)c1ccc(-c2ccccc2)cc1 | 0.2
CO[C@@H]1CN(C)C(=O)c2cc(NS(C)(=O)=O)ccc2OC[C@H](C)N(CC2CCOCC2)C[C@H]1C | 0.6
C/C(=N\Nc1cc(C)nc(-c2ccccc2)n1)c1cccc([N+](=O)[O-])c1 | 3.8
COc1ccc(S(=O)(=O)NCCN2CCOCC2)c2ccccc12 | 11.3
C[C@H](CO)N1C[C@H](C)[C@H](CN(C)S(=O)(=O)c2ccccc2C#N)OCc2ccccc2-c2ccccc2C1=O | 5.6[25 µM]
CC(C)COC(=O)Cn1cnc2ccc(Br)cc2c1=O | -19.6
COC(=O)CNC(=O)COC(=O)Cc1ccc(Cl)cc1 | 5.9
COc1ccc(NC(=O)N2C[C@@H]3N[C@H](C2)C3c2ccc(-c3cncnc3)cc2)cc1 (stereo partly drawn) | 19.0&0.2
CCOC(=O)N1CCN(Cc2nc(-c3cccc(C)c3)no2)CC1 | -11.0
CCCNC(=O)C1(C)CCN(C(=O)c2cc(F)ccc2C)C1 (stereo not drawn) | 5.9

Grouped by structure: the entries above containing a nitro group on carbon.
SMILES | BL2 CD40 inh
CC(=O)N1N=C(c2ccccc2)OC1c1ccc([N+](=O)[O-])s1 (stereo not drawn) | -43.2
O=C(COC(=O)c1ccccc1[N+](=O)[O-])Nc1cc(S(=O)(=O)N2CCOCC2)ccc1N1CCCC1 | -4.5
O=[N+]([O-])c1ccc(F)cc1Oc1nc(-c2cccnc2)nc2ccccc12 | 1.0
C/C(=N\Nc1cc(C)nc(-c2ccccc2)n1)c1cccc([N+](=O)[O-])c1 | 3.8

The list continues:
SMILES | BL2 CD40 inh
NS(=O)(=O)c1cccc2cccnc12 | 9.1
O=c1[nH]c(=O)n(Cc2ccccc2)c2nc(-c3ccco3)cc(C(F)(F)F)c12 | 10.9
Cc1ccccc1OC(=O)c1cccc(S(=O)(=O)N2CCN(C)CC2)c1 | 2.4
COc1ccc2c3c([nH]c2c1)[C@H](CO)N(C(C)=O)CC31CCN(Cc2cc(-c3ccccc3)on2)CC1 | -1.6[25 µM]
O=[N+]([O-])c1cc(-c2ccccc2)cc([N+](=O)[O-])c1O | 5.3
COc1cccc2c1C(=O)CC2NC(=O)C(F)(F)F (stereo not drawn) | 3.1
O=C(Nc1ccccc1)N1C[C@@H]2[C@H](c3ccccc31)[C@H](CO)N2C(=O)c1ccccc1F | -23.4
COc1cc2sc(C)nc2cc1C | -5.7
O=c1[nH]c(SCc2ccccc2)nc2c1sc1ccccc12 | -5.0
O=C(CCNC(=O)c1ccccc1Cl)Nc1ccc2c(c1)OCCO2 | -25.5
CN(C)C(=O)c1cccc(-c2ccc([C@@H]3[C@H]4CN(CC5CCOCC5)CCCCN4[C@H]3CO)cc2)c1 | -9.0[25 µM]
O=C(NCCC1=CCCCC1)C1CCN(c2nnc(-n3cccc3)s2)CC1 | -1.3

Arranged by the number under BL2 CD40 inh (largest number first): some entries from above
canonical_smiles,BL2 CD40 inh
O=c1[nH]c(=O)n(Cc2ccccc2)c2nc(-c3ccco3)cc(C(F)(F)F)c12,10.9
NS(=O)(=O)c1cccc2cccnc12,9.1
O=[N+]([O-])c1cc(-c2ccccc2)cc([N+](=O)[O-])c1O,5.3

This is a subset; rates above refer to the full screens.
